A3G deaminase – blocks human APOBEC3G single-stranded DNA deamination | Q9HC16 | recombinant A3G, ssDNA deamination FAM/TAMRA fluorescence | inhibition, % at 20 µM | 330,000 compounds, 0.28% hits;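 active means inhibition of at least 40% at 20 µM, with no more than 30% in the related APOBEC3A deaminase screen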;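 further: plate controls were DMSO wells with A3G for no effect and wells lacking A3G enzyme for full effect; some compounds called inactive have numbers as strong as hits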
Target sequence (Q9HC16 whole entry, looked up): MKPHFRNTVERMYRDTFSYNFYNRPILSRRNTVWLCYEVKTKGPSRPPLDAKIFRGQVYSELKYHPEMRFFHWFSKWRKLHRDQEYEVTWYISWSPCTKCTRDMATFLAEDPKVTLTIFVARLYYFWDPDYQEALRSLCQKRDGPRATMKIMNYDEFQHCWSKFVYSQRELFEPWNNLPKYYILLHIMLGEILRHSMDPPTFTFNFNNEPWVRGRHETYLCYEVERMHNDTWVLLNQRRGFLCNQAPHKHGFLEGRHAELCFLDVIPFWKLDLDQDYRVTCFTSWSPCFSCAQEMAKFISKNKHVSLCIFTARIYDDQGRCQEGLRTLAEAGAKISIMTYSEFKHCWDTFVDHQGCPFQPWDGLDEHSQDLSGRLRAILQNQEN
mIAP act – mouse IAP activation. activation factor at 10 µM. muIAP, CDP-Star luminescence, 30 min; stronger effect = higher value; 1 = vehicle-only enzyme signal, 0 = enzyme-free wells. 330,000 compounds, 0.24% hits;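 active means activation factor of at least 2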; further: the source names both 10 and 20 µM as test concentration; values of inactives mirror those of a sister screen read the other way
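System: mouse IAP enzyme. Reagent: CDP-Star chemiluminescent phosphatase substrate. Benchmarks: DMSO wells, no-enzyme wells. Times: 30 min enzyme-substrate-compound incubation at room temperature. Detection: luminescence from enzymatic CDP-Star hydrolysis. Doses: test compounds delivered from DMSO solution.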
tim10-1 inh – tim10-1 yeast growth inhibition. S. cerevisiae tim10-1 ts strain growth, BacTiter-Glo, 24 h. inhibition, % at 20 µM. 330,000 compounds, 2.2% hits. AID 463190;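 active means inhibition of at least 40%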;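 further: mutant grown at 25 °C; 0% = DMSO wells with yeast and 100% = wells holding no yeast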
hIAP inh – blocks human intestinal alkaline phosphatase | purified IAP, CDP-Star luminescence, 30 min | inhibition, % at 10 µM | 330,000 compounds, 0.12% hits;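 active means inhibition reaching a set limit with compound at 10 µM in the primary screen, cut at about 35% in these data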;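 further: plate controls were DMSO wells with enzyme for no effect and no-enzyme buffer wells for full effect; values of inactives mirror those of a sister screen read the other way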
Target sequence (P09923 whole entry, looked up): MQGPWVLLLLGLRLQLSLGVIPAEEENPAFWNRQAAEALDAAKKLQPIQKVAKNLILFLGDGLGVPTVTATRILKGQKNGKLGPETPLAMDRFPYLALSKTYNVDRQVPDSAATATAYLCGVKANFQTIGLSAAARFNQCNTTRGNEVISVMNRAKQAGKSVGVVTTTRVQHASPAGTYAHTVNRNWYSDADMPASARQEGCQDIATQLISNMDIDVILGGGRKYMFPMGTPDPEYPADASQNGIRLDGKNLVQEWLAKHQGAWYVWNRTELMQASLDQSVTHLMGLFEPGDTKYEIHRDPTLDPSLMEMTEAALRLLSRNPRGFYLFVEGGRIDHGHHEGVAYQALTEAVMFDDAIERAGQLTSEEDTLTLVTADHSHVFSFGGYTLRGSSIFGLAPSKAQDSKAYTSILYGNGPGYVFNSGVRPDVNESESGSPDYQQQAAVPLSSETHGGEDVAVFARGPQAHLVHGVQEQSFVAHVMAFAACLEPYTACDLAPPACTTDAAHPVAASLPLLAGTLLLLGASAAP
MIN6 prolif – inducers of beta-cell replication in MIN6 cells; MIN6 cells proliferation, ATPlite luminescence, 48 h; cells starved in 0.2% serum; 100% = growth in 10% serum; proliferation, % at 10 µM; 330,000 compounds, 0.29% hits;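 active means compounds whose signal lies at least 3.5 SD above the mean of all wells on their plate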;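 further: 0% = DMSO-treated cells in low-serum medium and 100% = 10% serum control; some compounds called inactive have numbers as strong as hits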
TIM10 inh – inhibits growth of TIM10 yeast strain; AID 463195; S. cerevisiae TIM10 strain growth, BacTiter-Glo luminescence, 24 h; inhibition, % at 10 µM; 330,000 compounds, 1.4% hits;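 active means inhibition of 40% or more at the single tested concentration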;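 further: wild-type TIM10 isogenic control strain grown at permissive 25 °C; 0% = DMSO yeast wells and 100% = minimal medium wells without yeast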
mIAP inh – mouse IAP inhibition; inhibition, % at 10 µM; purified mouse IAP, CDP-Star luminescence, 30 min; 330,000 compounds, 0.2% hits; AID 2806;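 active means inhibition of at least 40% at 10 µM in the primary screen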;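 further: plate controls were DMSO with enzyme for no effect and no enzyme wells for full effect; values of inactives mirror those of a sister screen read the other way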
NALP3 yeast inh – inhibitors of NALP3 inflammasome in yeast | Yeast reconstituted NLRP3/ASC/caspase-1, beta-gal luminescence, 24 h | 330,000 compounds, 0.39% hits | AID 2825 | inhibition, % at 10 µM;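 active means inhibition of 50% or more; inactive means inhibition below 50%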;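 further: plate controls were induced DMSO wells for no effect and uninduced yeast grown without galactose for full effect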
A3A deaminase – blocks human APOBEC3A ssDNA deamination; inhibition, % at 20 µM; recombinant A3A, FAM/TAMRA ssDNA deamination fluorescence; 330,000 compounds, 0.41% hits;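 active means at least 40% inhibition at 20 µM here, with at most 30% in a related deaminase screen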;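 further: plate controls were A3A with DMSO for no effect and wells lacking A3A enzyme for full effect; some results filed as inactive read as strong as hits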
Target sequence (P31941 whole entry, looked up): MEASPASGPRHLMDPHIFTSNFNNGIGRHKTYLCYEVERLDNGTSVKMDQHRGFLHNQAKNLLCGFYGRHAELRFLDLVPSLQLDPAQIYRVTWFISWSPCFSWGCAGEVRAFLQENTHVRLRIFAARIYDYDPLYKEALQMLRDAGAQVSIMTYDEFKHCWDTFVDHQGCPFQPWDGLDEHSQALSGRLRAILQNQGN
The depositor's hits bear a star.

A first look:
Screens in order: A3G deaminase	mIAP act	tim10-1 inh	hIAP inh	MIN6 prolif	TIM10 inh	mIAP inh	NALP3 yeast inh	A3A deaminase
Cc1cccc(NC(=O)CSc2nnc([C@@H](N)Cc3ccccc3)o2)c1C
  2	0.94	18	-2	-2	9	6	12	3
C/C(=N\Nc1ccc(F)cc1F)c1ccc(Br)s1
  0	0.86	25	22	-2	4	14	9	5

Results (from the top)
Screens in order: A3G deaminase	mIAP act	tim10-1 inh	hIAP inh	MIN6 prolif	TIM10 inh	mIAP inh	NALP3 yeast inh	A3A deaminase
Cc1cccc(NC(=O)CSc2nnc([C@@H](N)Cc3ccccc3)o2)c1C
  2	0.94	18	-2	-2	9	6	12	3
C/C(=N\Nc1ccc(F)cc1F)c1ccc(Br)s1
  0	0.86	25	22	-2	4	14	9	5
CCOc1ccccc1NC(=O)Cn1cnc2c(cnn2-c2ccc(C)c(C)c2)c1=O
  -8	0.97	6	12	-5	6	3	16	-3
CCCCn1c(N)c(N(CCOC)C(=O)CSCc2cccc(C)c2)c(=O)[nH]c1=O
  -7	0.94	-13	0	1	5	6	6	-1
O=C(Nc1ccn(Cc2ccc(Cl)cc2)n1)c1ccc2c(c1)OCO2
  -8	0.97	8	12	-3	35	3	31	-2
CC1CCc2c(sc(N)c2C(N)=O)C1 (stereo not drawn)
  1	0.76	41*	-17	-4	1	24	5	-7
COc1ccc(S(=O)(=O)N(CC(=O)Nc2ccc(S(=O)(=O)N3CCOCC3)cc2)Cc2ccc(F)cc2)cc1
  -2	1.1	18	-11	0	-2	-10	15	0
COC(=O)[C@@H](N)CS
  2	0.87	14	12	4	12	13	-2	-4
O=C(Nc1sc2c(c1C(=O)O)CCCCC2)c1cccnc1
  -9	0.8	-15	-2	-2	-3	20	4	-4
O=C(NCc1nnc(SCC(=O)N2CCc3ccccc32)o1)c1ccco1
  -2	0.97	6	-24	-3	3	3	12	-3
O=C(Nc1ccc(F)cc1)Oc1ccccc1N1CCOCC1
  -6	1.1	-7	1	-2	-18	-14	-11	-1
CCC(C)(C)NC(=O)C(c1ccc(C)cc1)N(CC1CCCO1)C(=O)c1csnn1 (stereo not drawn)
  -7	1	8	4	-2	-11	-2	13	-2
CC(CCc1ccccc1)NC(=O)C(Cc1ccccc1)NS(=O)(=O)c1cccs1 (stereo not drawn)
  -2	1	19	6	-2	15	-2	17	0
COC(=O)CS(=O)(=O)c1ccc2c(c1)CC(=O)N2
  -4	1	-6	-14	3	0	0	17	-2
COc1cccc(NC(=O)CN(C)C(=O)Cc2n[nH]c(=O)c3ccccc23)c1
  -4	1	8	10	-3	5	-3	5	-1
O=c1c2ccccc2[nH]c(=S)n1Cc1ccccc1Cl
  -3	0.81	14	0	2	3	19	13	-1
Cc1cc(Oc2ccccc2)nc(NCc2ccccc2)n1
  -6	1.1	14	3	1	-13	-7	3	-1
COc1ccc(S(=O)(=O)NCc2ccccn2)cc1NC(=O)c1ccccc1
  5	0.94	7	-4	-2	-3	6	16	1
CNC(=O)CC(C(=O)O)c1ccc(OC(C)C)cc1 (stereo not drawn)
  -2	1.1	-3	-8	3	-3	-6	10	-1
COc1cc(C(=O)n2nc(C)cc2C)ccc1O
  -3	1	17	14	-1	6	0	5	-2
O=C(Nc1ccc2nn(-c3ccccc3)nc2c1)c1cccs1
  5	0.95	30	-3	1	53*	5	6	-1
O=S1(=O)CCN2C(c3cccc4ccccc34)=CSC2=N1
  -3	1	3	-2	-1	6	-2	9	-1
C/C(N)=C(/C#N)C(=O)COC(=O)c1cccc2ccccc12
  -7	1.1	23	-35	0	27	-8	9	6
COc1ccccc1NC(=O)c1ccc2c(O)c(S(=O)(=O)c3ccccc3)c(=O)[nH]c2c1
  0	0.99	-6	-12	-5	17	1	-1	-1
COc1ccc(NC(=O)CSc2nncn2C)c([N+](=O)[O-])c1
  -11	0.97	3	17	-2	-1	3	-14	2
COc1ccccc1NC(=O)c1cc(S(=O)(=O)N2CCC3(CC2)OCCO3)ccc1F
  -3	0.99	22	2	2	-10	1	13	0
O=C1N/C(=C\c2ccc(O)cc2)C(=O)c2ccccc21
  2	0.78	55*	27	-6	48*	22	7	4
O=C(Cn1nnc(-c2cccs2)n1)NCCc1ccccc1
  -8	1.1	-2	-10	-1	-5	-13	16	-4
CCOC(=O)c1ccc(N2CCOCC2)c(NC(=O)c2ccc3c(c2)OCO3)c1
  -8	0.82	25	-18	1	-10	18	32	-2
O=C(NCc1ccco1)NC(=O)c1csc([N+](=O)[O-])c1
  -4	1	4	7	-4	12	-2	6	1

Following part.
Screens in order: A3G deaminase	mIAP act	tim10-1 inh	hIAP inh	MIN6 prolif	TIM10 inh	mIAP inh	NALP3 yeast inh	A3A deaminase
O=S1(=O)N=C2CCCCCN2C(c2ccncc2)N1 (stereo not drawn)
  3	0.88	-1	20	-3	4	12	6	1
CCOc1cc(C2C(C#N)=C(N)OC(C)=C2C(C)=O)c(Br)c(Br)c1OC(C)C (stereo not drawn)
  -5	0.83	46*	-10	-6	5	17	21	-3
CCCN1CCN(C(=O)C2CCN(S(=O)(=O)c3ccc4c(c3)NC(=O)C(C)S4)CC2)CC1 (stereo not drawn)
  -5	0.97	20	-11	2	-8	3	3	-5
CCCCOC(=O)c1sc2nc(C)cc(C)c2c1N
  -8	1.2	34	-16	-3	29	-19	13	-4
Cc1nnc(SCc2c(Cl)cccc2Cl)n(N)c1=O
  -7	1	10	4	-4	4	-4	0	8
CC(=O)O[C@H](COc1c2ccoc2cc2oc(=O)ccc12)C(C)(C)O
  -6	1	9	19	2	9	-2	-2	-1
N/C(=N\OC(=O)c1ccc(Cl)cc1Cl)c1cccnc1
  -1	1.1	58*	10	-5	51*	-7	18	5
O=C(Nc1ccc([N+](=O)[O-])cc1)Nc1ccc(N2CCOCC2)c2nonc12
  9	0.91	11	29	0	13	9	9	1
CN(CC1COc2ccccc2O1)C(=O)CSc1ncnc2sccc12 (stereo not drawn)
  -5	0.98	4	-1	3	1	2	17	-2
CC(=O)c1cccc(NC(=O)CC2CCCC2)c1
  -4	0.99	1	-4	0	8	1	36	-3
COc1ccc(N2CCN(C(=O)C3CCN(C(=O)c4ccccc4Cl)CC3)CC2)cc1
  -5	1	6	4	-2	1	-4	21	-2
O=C(Nc1nc(-c2ccccc2)cs1)c1ccccc1NS(=O)(=O)c1ccc(F)cc1
  -2	0.88	-27	16	-6	-84	12	-6	5
C/C(=N\Nc1ccc2nncn2n1)c1ccc(Br)s1
  -7	0.98	4	14	1	19	2	20	-4
O=C(Nc1ccncc1)c1c(F)c(F)c(F)c(F)c1F
  -2	0.86	0	9	-4	-10	14	-6	-5
CCc1nc2ccc(C(=O)N3CCN(c4cc(C)ccc4C)CC3)cc2nc1CC
  -3	0.91	34	2	-4	9	9	9	3
C[C@@H]1O[C@@H](OC[C@H]2O[C@@H](Oc3c(-c4ccc(O)cc4)oc4cc(O)cc(O)c4c3=O)[C@H](O)[C@@H](O)[C@@H]2O)[C@H](O)[C@H](O)[C@H]1O
  7	0.84	5	6	-4	-8	16	12	-1
COc1ccc(OCC(=O)NNC(=O)C2CCN(c3ncnc4sc(C)c(C)c34)CC2)cc1
  -9	1.1	3	-67	-2	18	-5	3	-2
CCn1c(SCC(=O)c2[nH]c(C)c(C(C)=O)c2C)nnc1-c1ccccc1
  -6	0.96	22	3	0	2	4	21	-2
CC(=O)N(CCC1(c2ccc(C)cc2)CCOC(C(C)C)C1)Cc1ccco1 (stereo not drawn)
  -3	0.97	9	-10	0	34	3	-9	1
CC(Oc1ccccc1)C(=O)NC1CCSc2ccccc21 (stereo not drawn)
  -2	1	-7	10	1	4	-3	33	3
COc1ccc(C(=O)NCC(=O)NCC(=O)OCC(=O)c2ccc(Br)cc2)cc1
  -3	0.9	-12	5	-1	5	10	15	0
COC(=O)c1ccc(S(=O)(=O)N2CCC(c3nc4ccccc4o3)CC2)cc1
  -3	1	15	16	-1	9	-4	16	1
CCOc1ccc2nc(SC3CC(=O)N(c4ccc(OC)cc4)C3=O)sc2c1 (stereo not drawn)
  -5	1	14	17	-6	14	0	6	-1
N#CC(C(=O)CCN1C(=O)C2CC=CCC2C1=O)c1nc2ccccc2[nH]1 (stereo not drawn)
  -5	0.96	24	6	-1	17	4	7	-4
Cc1sc2c(c1C)CN(CCN1CCOCC1)CN2C(=O)c1ccccc1
  -3	0.98	17	-18	-3	7	2	18	2
Fc1ccc(CNC(=S)NC2CCCCCC2)cc1
  -6	1.9	13	-13	-1	27	-86	36	9
O=C(CSc1nnc(NC(=O)c2cc(Br)ccc2Cl)s1)NCC1CCCO1 (stereo not drawn)
  -6	0.97	-12	-11	-3	1	2	10	-3
CC(C)CNC(=O)CC(=O)N/N=C/c1ccc(F)cc1
  -4	1.1	4	-1	-1	2	-10	-18	2
COc1cc(SC)ccc1C(=O)NCCCOC(C)C
  -9	0.98	-4	8	3	1	2	21	-3
CC(C)Sc1cc(Cl)nc(NC(=O)Nc2ccccc2)n1
  1	1	3	5	-4	-23	-1	10	5

(more compounds)
Screens in order: A3G deaminase	mIAP act	tim10-1 inh	hIAP inh	MIN6 prolif	TIM10 inh	mIAP inh	NALP3 yeast inh	A3A deaminase
NS(=O)(=O)c1ccc(N=Cc2ccc(Br)s2)cc1
  0	0.94	0	-12	-2	9	6	-9	1
CC(C)(C)NC(=O)CN(Cc1cccs1)C(=O)CNS(=O)(=O)c1ccccc1
  -3	1.1	1	-20	-1	-3	-10	4	3
COc1ccc(-c2nnc(SCC(=O)NC3CC3)o2)c(OC)c1
  -9	1	-22	-19	-1	9	-3	18	-1
CN1CCN(C2=Nc3c(Cl)cc(Cl)c4cccc2c34)CC1
  -9	1	30	20	-3	15	-2	29	3
COc1ccc(Nc2ncc(F)c(N3CCOCC3)n2)cc1
  -1	0.91	-15	4	-3	5	9	27	4
Cc1c(N2C(=O)C(=O)/C(=C(/O)c3ccc(Cl)cc3)C2c2ccccc2)c(=O)n(-c2ccccc2)n1C (stereo not drawn)
  2	1.1	5	-7	0	-8	-5	0	9
CC(C)N1CCc2c(sc(NC(=O)CCS(=O)(=O)c3ccccc3)c2C(N)=O)C1
  1	0.94	6	-5	2	13	6	18	0
CCOc1ccc(S(=O)(=O)Nc2ncn[nH]2)cc1
  -9	1	-8	11	-2	4	0	8	-4
CC(=O)Nc1ccc(C(=O)COC(=O)c2nc3nc(C)cc(C)n3n2)cc1
  14	1	-2	-9	-2	4	-2	18	5
COc1cccc(CNC(=O)Cn2cc3c(n2)CCCCC3)c1
  -3	1.1	8	-12	-5	4	-6	13	1
CC(Nc1c([N+](=O)[O-])c(=O)oc2ccccc12)C(Cl)c1ccccc1 (stereo not drawn)
  -3	1	11	9	3	12	-2	-14	3
O=C(O)c1ccccc1Sc1ccccc1S(=O)(=O)NC1CCCCC1
  -5	0.91	8	-30	-3	12	9	-5	-3
CC1CCCCN1CCCNC(=O)CN1C(=O)c2cccnc2Oc2ccccc21 (stereo not drawn)
  3	0.99	5	8	-2	10	1	0	-2
S=C(Nc1ccc(Oc2ccccc2)cc1)N1CCN(c2ccccn2)CC1
  -5	1.2	18	-6	-4	-1	-19	18	0
CC(O)/C=C/c1cccc[n+]1C (stereo not drawn)
  27	0.96	-10	-3	2	2	4	20	60*
CCc1cccc2sc(NC(=O)c3ccc(N4C(=O)CCC4=O)cc3)nc12
  -12	1.1	8	-30	0	2	-12	17	-8
COC(=O)c1ccc(Oc2c(Cl)cccc2[N+](=O)[O-])cc1
  2	1	7	-12	-1	-12	-1	14	2
C=CCNC(=O)c1oc2ccc(S(=O)(=O)N3CCCCC3)cc2c1C
  -5	0.9	13	12	-4	11	10	11	-4
